Compound activity: PubChem, several laboratories
Yfh1-off respiration = mitochondrial function rescue without frataxin homolog – Friedreich's ataxia, plus single-dose screen, dose response (AID 1465); fold induction at 50 µM, or EC50 in µM where a hit was titrated; 220,000 tested, 0.074% active; S. cerevisiae Yfh1-off respiration, WST-1 reduction, 72 h; higher fold induction means a stronger effect;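 active = fold induction of absorbance versus untreated yeast above a set limit, then at least 30% activation at any dose in follow-up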;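 note: activators that raise dye reduction in frataxin-depleted yeast; strong numbers were not always called active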
bCat nuc transl = alters nuclear translocation of beta-catenin in HeLa cells | immunofluorescence imaging | nuclear translocation activity, % at 5 µM | 190,000 tested, 0.3% active;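 active = nuclear translocation activity above 50% at 5 µM, with a well cell count of 50 or more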;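 note: per-cell ratio of nuclear to cytoplasmic median beta-catenin stain intensity; plate controls were DMSO negative control for no effect and GSK-3 inhibitor IX positive control for full effect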
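test system = HeLa cells, endogenous beta-catenin | dosing = single 5 µM dose plus 0.02–20 µM confirmation series | times = compound treatment 24 h, 37°C, 5% CO2 | technique = beta-catenin immunofluorescence imaging with DAPI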
Hep lipid drop = hepatic lipid droplet formation modulation; AML12 mouse hepatocytes, oleate lipid droplets, BODIPY imaging; inhibition, % at 6.5 µM; 240,000 tested, 0.4% active; AID 1656;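 active = lipid droplet intensity inhibited by at least 50%, with more than 500 cells counted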
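Technique: fluorescence imaging, 20x objective, two fields per well / Assay system: AML12 hepatocytes (mouse) / Measure: % inhibition of lipid droplet signal / Doses: 6.5 µM single-point dosing / Incubation: overnight exposure / Reagent: 100 µM oleic acid challenge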
WT yeast gro inh = growth inhibition of WT yeast, mitochondrial fusion screen | mitochondrial fusion phenotypic screen, WT strain | inhibition, % at 10 µM | 190,000 tested, 2.1% active | AID 1362; in the data active = inhibition above about 58%; tested in S. cerevisiae
Autophagy mod = modulators of autophagy; MEF GFP-LC3 puncta imaging; test concentration mostly 10 µM; AID 463193; calls only at 10 µM (by protocol); 190,000 tested, 0.98% active;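 active = percentage of spot-positive cells more than 3 SD above its plate mean, without a fluorescence outlier flag or 80% toxicity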;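 note: spot-positive cell cutoff set from DMSO-treated cells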
Insulin prom up = MIN6 insulin promoter up-regulation | MIN6 insulin promoter-GFP reporter, high-content imaging; active compounds read high | z-score at 5 µM | 190,000 tested, 0.3% active | AID 1625;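 active = z-score above 3 at 5 µM with at least 500 cells counted in the well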
Dynein transport = dynein cargo transport inhibition; 3617.4 mouse cells, GR-EGFP nuclear translocation imaging; test concentration mostly 20 µM; stimulated with dexamethasone, 1 µM; active compounds read low; z-score, hits read low; 220,000 tested, 0.47% active;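 active = plate z-score of nuclear minus cytoplasmic receptor signal below a set negative limit, without overly bright fluorescence or cell loss, cut at about -3.5 in these data, passing the limit was not always enough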;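 note: z-score of nuclear minus cytoplasmic ring GR-EGFP intensity difference per well; some compounds called inactive have numbers as strong as hits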
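Also added – dexamethasone, 1.0 µM final · Buffer or medium – tet-free, stripped-serum medium · Schedule – induction 48 h, compound 1 h, agonist 30 min · Detection – formaldehyde fixation, Hoechst nuclear stain, 10x automated fluorescence imaging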
NOD2 inhibition = NOD2 signaling inhibitors, cell-based, luminescence, uHTS, HEK293 (AID 1566) | HEK293 NOD2/NF-kB luciferase reporter, luminescence; higher % means a stronger effect | inhibition, % at 4 µM, or EC50 in µM where a hit was titrated | 290,000 tested, 0.63% active; in the data active = inhibition above about 50%; note: many of its hits are not listed in these tables
MT stabilizer = stabilizes microtubules in HeLa cells | HeLa tubulin immunostaining HCS, 24 h; share of cells brighter than vehicle mean+2SD | % tubulin-high responders, % at 10 µM | 200,000 tested, 0.83% active;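 active = plate Z-score above 3 for both tubulin-high and condensed-nucleus cell shares, with cell loss under 80%, at 10 µM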;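 note: anti alpha tubulin signal scored within the nucleus-defined area of each cell; some results filed as inactive read as strong as hits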
WT yeast gro inh mutant strain = recorded beside WT yeast gro inh, whose call it bears; inhibition, %; mitochondrial fusion phenotypic screen, mutant strain inhibition
Dynein transport cytoplasmic EGFP = second read-out of Dynein transport, no call of its own (marks repeat the call); z-score; measured here: cytoplasmic GR-EGFP intensity; active compounds read high
Dynein transport nuclear GR-EGFP = further read-out of Dynein transport, marked with its call; z-score; measured here: nuclear GR-EGFP intensity;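 lower value marks the stronger effect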
Dynein transport cell count = second read-out of Dynein transport, no call of its own (marks repeat the call); z-score; measured here: cell count per field
Insulin prom up cell count = second read-out of Insulin prom up, no call of its own (marks repeat the call); cell count; measured here: cytotoxicity, nuclei count;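 total cells summed across four imaged fields per well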
Hep lipid drop cells 6.5 µM = recorded beside Hep lipid drop, whose call it bears; cell count; measured here: cell count, cytotoxicity flag;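 cells counted across two imaged fields per well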
bCat nuc transl cell count 5 µM = further read-out of bCat nuc transl, marked with its call; cell count; measured here: cell count, cytotoxicity flag
MT stabilizer Hoechst-high % = also measured in MT stabilizer; calls as there; % Hoechst-high responders; measured here: nuclear condensation Hoechst responders;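 share of cells brighter than vehicle mean plus two SD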
MT stabilizer cytotoxicity % = recorded beside MT stabilizer, whose call it bears; toxicity, %; measured here: cytotoxicity by cell density;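 0% = mean cell density of plate MIN control wells and 100% = no cells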
Autophagy mod cell loss 18 h = further read-out of Autophagy mod, marked with its call; toxicity, %; measured here: cell loss, nuclei count;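 cell loss after 18 h compound exposure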
* marks the source's active call; other numbers are inactive results; i = inactive; x = not tested or not shown.

SMILES	Yfh1-off respiration	bCat nuc transl	bCat nuc transl cell count 5 µM	Hep lipid drop	Hep lipid drop cells 6.5 µM	WT yeast gro inh	WT yeast gro inh mutant strain	Autophagy mod	Autophagy mod cell loss 18 h	Insulin prom up	Insulin prom up cell count	Dynein transport	Dynein transport cytoplasmic EGFP	Dynein transport nuclear GR-EGFP	Dynein transport cell count	NOD2 inhibition	MT stabilizer	MT stabilizer Hoechst-high %	MT stabilizer cytotoxicity %
COc1ccc(C(C)=O)cc1COC(=O)Cn1cnc2ccccc2c1=O	i	-3.5	831	x	x	-7	4	i	2	-0.12	1462	-0.46	-0.024	0.014	0.37	3%	4.4	4.3	8.3
COc1ccc2nc(C)c3cc(C)oc3c2c1	i	x	x	17	684	6	6	i	-2	0.37	1240	0.87	0.18	0.53	0.36	-5%	1.1	2.0	0.8
C=CCSc1nc(N)c(C(=O)Nc2ccccc2)cc1C#N	i	x	x	14	782	16	2	i	10	x	x	-0.49	-0.29	-0.073	1.7	17%	2.0	2.7	4.2
Cc1oc(C(C)(C)C)cc1C(=O)NC(Cc1ccccc1)C(=O)O (stereo not drawn)	i	2.1	1001	6	724	-21	-24	i	-9	0.26	1656	1.7	-0.17	1.2	-0.46	0%	3.2	1.6	11
CC1=C(C)CC(C(=O)NNC(=O)c2csc(C)c2C)C(C(=O)O)C1 (stereo not drawn)	i	1.0	462	1	622	14	9	i	6	0.15	1371	0.83	-0.19	0.11	-0.38	11%	2.9	2.0	4.2
O=C(NCCc1c[nH]c2ccccc12)/C(=C\c1cccs1)NC(=O)c1ccccc1	i	-2.8	577	1	680	3	3	i	-7	-0.02	1330	-0.25	-0.12	0.023	0.41	17%	2.0	2.8	6.3
Cc1noc(C)c1CSc1nc2ccccc2s1	i	x	x	-2	676	6	4	i	4	-0.25	1311	-1.5	-0.13	-0.47	0.011	-12%	5.8	1.5	7.8
Cn1c(=O)c2c(ncn2CC(=O)N2CCN(c3cccc(Cl)c3)CC2)n(C)c1=O	i	-0.5	1116	-1	715	-2	-3	i	-4	-1.8	1159	-0.85	-0.28	-0.19	0.69	-2%	2.9	1.6	41
O=[N+]([O-])c1ccc(C2=NN(CCO)C(=Nc3ccc(OC(F)(F)F)cc3)SC2)cc1	i	-2.4	1143	18	732	x	x	x	x	-0.35	1466	-0.42	-0.086	-0.22	0.29	34%	x	x	x
CCN(C1CCS(=O)(=O)C1)S(=O)(=O)c1cccs1 (stereo not drawn)	i	x	x	16	673	-12	-27	i	4	x	x	1.8	-0.11	0.79	-0.24	-6%	1.4	1.2	1.8

The closing 3 compounds of the section before are carried over, then new ones follow.
SMILES	Yfh1-off respiration	bCat nuc transl	bCat nuc transl cell count 5 µM	Hep lipid drop	Hep lipid drop cells 6.5 µM	WT yeast gro inh	WT yeast gro inh mutant strain	Autophagy mod	Autophagy mod cell loss 18 h	Insulin prom up	Insulin prom up cell count	Dynein transport	Dynein transport cytoplasmic EGFP	Dynein transport nuclear GR-EGFP	Dynein transport cell count	NOD2 inhibition	MT stabilizer	MT stabilizer Hoechst-high %	MT stabilizer cytotoxicity %
Cn1c(=O)c2c(ncn2CC(=O)N2CCN(c3cccc(Cl)c3)CC2)n(C)c1=O	i	-0.5	1116	-1	715	-2	-3	i	-4	-1.8	1159	-0.85	-0.28	-0.19	0.69	-2%	2.9	1.6	41
O=[N+]([O-])c1ccc(C2=NN(CCO)C(=Nc3ccc(OC(F)(F)F)cc3)SC2)cc1	i	-2.4	1143	18	732	x	x	x	x	-0.35	1466	-0.42	-0.086	-0.22	0.29	34%	x	x	x
CCN(C1CCS(=O)(=O)C1)S(=O)(=O)c1cccs1 (stereo not drawn)	i	x	x	16	673	-12	-27	i	4	x	x	1.8	-0.11	0.79	-0.24	-6%	1.4	1.2	1.8
CCc1nc(N2CCN(S(=O)(=O)c3ccc(Br)cc3)CC2)c2c(C)c(C)sc2n1	i	x	x	x	x	x	x	i	2	x	x	-0.18	-0.22	-0.1	-0.17	x	2.3	1.4	7.8
Cc1cc(C)n2c(C)nnc2c1	i	-0.4	1385	26	676	x	x	x	x	-0.38	1096	0.48	-0.22	0.93	-0.33	14%	x	x	x
Cc1nnc(SCC(=O)NNC(=O)c2ccccc2)n1-c1ccccc1	i	-1.6	520	-1	632	6	-6	i	8	0.11	1368	0.42	-0.2	0.54	-0.47	16%	1.9	1.2	3.0
COc1ccc(OC)c(Nc2nc(-c3sc(NC(=O)C(C)(C)C)nc3C)cs2)c1	i	4.9	1016	x	x	-1	4	i	23	-2.4	1059	-0.54	-0.19	0.035	0.2	34%	1.8	1.8	6.4
Cc1ccc(C)c(NC(=O)CSc2nnc(CSc3nc(C)cc(C)n3)n2Cc2ccco2)c1	i	-0.7	1172	x	x	2	17	i	-1	-0.49	909	0.032	-0.18	0.38	0.034	5%	2.9	2.1	5.3
COc1ccc(N2CCN(C(=O)Cc3ccc(S(=O)(=O)N4CCOCC4)s3)CC2)cc1	i	-1.1	1119	-3	664	3	-24	i	4	-0.01	1661	0.32	-0.059	0.28	-0.43	14%	2.1	2.3	14
Cc1cc(C)cc(NC(=O)N(CCC#N)Cc2cccs2)c1	i	0.4	1287	19	713	x	x	x	x	-0.16	1128	-0.25	-0.21	0.77	-0.36	2%	x	x	x
COc1cc(-c2nc(-c3ccccc3)c(-c3ccc(F)cc3)[nH]2)cc2c1OCO2	i	-2.9	908	-12	589	3	17	i	7	-0.22	1317	0.046	-0.25	0.022	1	3%	2.2	2.2	3.4
CCN(CC)C(=O)Cn1cc(S(=O)(=O)CC(=O)NC2CCCCC2)c2ccccc21	i	-4.8	1093	-7	673	3	2	i	3	0.18	1643	-0.036	-0.25	0.34	0.033	12%	5.0	1.4	7.0
Cc1ccc(S(=O)(=O)O/N=C2\CCCc3ccccc32)cc1	i	-9.5	1142	10	806	-5	2	i	-4	x	x	-0.59	0.0095	-0.023	0.55	12%	1.1	0.9	7.2
O=C(Cn1cc2c(n1)CCCC2)NCCc1ccccc1	i	-1.8	1147	-3	723	10	1	x	x	-0.62	1282	0.23	-0.21	0.28	-0.23	0%	2.4	3.2	6.8
CN(C(=O)COC(=O)c1cc(-c2ccc(Cl)s2)nc2ccccc12)C1CCS(=O)(=O)C1 (stereo not drawn)	i	4.3	520	-10	731	15	10	i	3	x	x	-0.61	-0.2	-0.37	0.72	-14%	1.7	2.2	7.9
Cn1c(=O)c(=O)n(C)c2cc(S(=O)(=O)Nc3ccc4c(c3)OCCO4)ccc21	i	-0.4	1023	-28	506	0	-23	i	-6	-0.12	1014	-0.5	0.05	0.31	1.4	-7%	2.9	1.3	8.0
Cc1ccc(N(CC(=O)NC(C)c2ccccc2)S(=O)(=O)c2cccs2)cc1 (stereo not drawn)	i	x	x	5	814	-4	-6	i	-9	-0.34	978	0.24	-0.27	0.27	0.41	5%	1.9	1.3	7.5
CC1CCCCC1NC(=S)Nc1ccc(Cl)cc1Cl (stereo not drawn)	i	-0.7	1011	0	704	4	5	i	30	-0.35	1559	2	-0.21	1.7	-1.8	-14%	2.3	0.6	5.3
Cc1ccc2[nH]c(=O)c(CN(Cc3ccco3)C(=O)c3ccncc3)cc2c1	i	-3.0	960	x	x	-12	-12	i	-2	-0.33	843	0.26	-0.24	0.38	0.64	3%	14*	55*	23*
O=C(O)CCN1C(=O)/C(=C\c2cccc(OCC(=O)Nc3ccc(Cl)cc3)c2)SC1=S	i	-1.4	1321	9	723	x	x	x	x	1.1	1005	-0.52	-0.27	-0.4	0.75	14%	x	x	x
Cc1cccc(-c2c3c(=O)n(C)c(=O)n(C)c3cn2C2CCCCC2)c1	i	-0.4	1407	x	x	2	-9	i	-1	-0.04	1135	0.66	-0.24	-0.67	0.88	20%	2.6	1.8	5.9
Cc1ccc(NC(=O)CSCC(=O)NCCc2ccccn2)c(C)c1	i	2.3	964	13	681	-16	2	i	0	-0.1	1239	-0.33	-0.31	0.26	-0.25	14%	4.5	3.1	5.7
CCN(C#N)c1nc(NC(C)C)nc(NC(C)C)n1	i	-0.4	1053	-3	616	-7	9	i	1	-6.2	518	0.46	-0.2	0.8	-0.59	19%	2.0	0.1	55
CCOc1ccccc1CN1CCC(CO)(CCOc2ccccc2)CC1	i	-0.9	1518	2	708	14	-4	i	1	x	x	1.4	0.31	1.2	-1.6	5%	1.3	2.7	9.2
O=C(O)c1cccc(Nc2c([N+](=O)[O-])c(=O)oc3ccccc23)c1	i	1.8	1144	1	754	x	x	x	x	-0.11	1473	-0.46	-0.19	-0.16	0.19	5%	x	x	x
COc1ccc(S(=O)(=O)N2CCc3cc(OC)c(OC)cc3C2)cc1	i	-1.3	1258	-22	640	x	x	x	x	0.08	1030	0.64	-0.15	0.76	-1.4	12%	x	x	x
CC1(C)C(=O)Nc2ccccc2N1C(=O)COC(=O)C1CCCCC1	x	-0.6	1212	-1	777	-8	6	i	2	-0.17	951	-0.049	0.3	0.34	0.18	5%	2.2	1.6	10
CCOC(=O)N1CCC(Nc2c(NCCCN3CCN(C4CCCCC4)CC3)c(=O)c2=O)CC1	i	0.1	1066	3	764	-3	-18	i	20	1.6	1265	-0.14	-0.23	-0.028	1.7	-8%	3.8	3.0	8.3

This is a subset; rates above refer to the full screens.
